SR-BI uptake up – activators of SR-BI mediated HDL lipid uptake. CHO ldlA[mSR-BI] cells, DiI-HDL uptake fluorescence, 3 h; 100 = double the neutral-control signal. activation, % at 12.5 µM. hit rate 0.096% among 320,000;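 active = mean replicate activation of at least 60% and every replicate at or above 60%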;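 also: 0% = median plate neutral-control signal and 100% = twice that signal; values of inactives mirror those of a sister screen read the other way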
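Assay system: CHO ldlA[mSR-BI] cells, LDL receptor-null, SR-BI overexpressing; medium: Ham's F12 with 0.5% BSA, HEPES 25 mM, pH 7.4; also added: DiI-HDL 10 µg/mL; timing: 3 h uptake period with compound, 37 °C; signal: DiI fluorescence, bottom read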
CAL PDZ FP-1 – CAL PDZ (human) peptide binding inhibition. Q9HD26. purified CAL PDZ, TMR-peptide fluorescence polarization, 1 h. inhibition, % at 24.9 µM. hit rate 0.92% among 300,000. AID 602252;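 active = mean inhibition of at least 30% with at least half of replicates also reaching 30%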;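 also: 0% = DMSO neutral control and 100% = excess unlabeled competitor peptide PRC23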
SR-BI HDL uptake – inhibitors of mouse SR-BI mediated HDL lipid uptake. Q61009. AID 488896. hit rate 0.96% among 320,000. inhibition, % at 12.5 µM. ldlA[mSR-BI] CHO cells, DiI-HDL uptake fluorescence, 3 h;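 active = mean replicate inhibition of at least 70% and a set share of replicates each scoring 70 or more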;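 also: 0% = median of neutral control wells and 100% = median of positive control wells; values of inactives mirror those of a sister screen read the other way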
Target sequence (Q61009 whole entry, looked up): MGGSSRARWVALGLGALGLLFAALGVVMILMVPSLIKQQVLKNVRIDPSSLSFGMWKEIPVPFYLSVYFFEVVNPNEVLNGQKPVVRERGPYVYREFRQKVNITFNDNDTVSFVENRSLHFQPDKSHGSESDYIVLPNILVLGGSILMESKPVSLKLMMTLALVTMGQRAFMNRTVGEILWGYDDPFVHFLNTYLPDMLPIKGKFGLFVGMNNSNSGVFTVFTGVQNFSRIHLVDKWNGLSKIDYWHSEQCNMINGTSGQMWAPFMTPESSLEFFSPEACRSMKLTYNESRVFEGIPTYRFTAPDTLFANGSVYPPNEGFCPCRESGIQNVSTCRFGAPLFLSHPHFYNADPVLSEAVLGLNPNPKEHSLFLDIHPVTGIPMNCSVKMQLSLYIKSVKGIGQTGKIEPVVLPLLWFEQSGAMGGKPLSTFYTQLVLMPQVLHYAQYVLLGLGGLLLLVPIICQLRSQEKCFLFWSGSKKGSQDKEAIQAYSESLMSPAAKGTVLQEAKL
Rtt109 Vps75 – blocks Candida albicans Rtt109/Vps75 acetyltransferase activity; Q5AAJ8; purified Rtt109/Vps75, ThioGlo CoA-SH fluorescence, 4 h; inhibition, % at 34.9 µM; hit rate 0.16% among 330,000;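 active = inhibition of at least 50% in every replicate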
Target sequence (Q5AAJ8 whole entry, looked up): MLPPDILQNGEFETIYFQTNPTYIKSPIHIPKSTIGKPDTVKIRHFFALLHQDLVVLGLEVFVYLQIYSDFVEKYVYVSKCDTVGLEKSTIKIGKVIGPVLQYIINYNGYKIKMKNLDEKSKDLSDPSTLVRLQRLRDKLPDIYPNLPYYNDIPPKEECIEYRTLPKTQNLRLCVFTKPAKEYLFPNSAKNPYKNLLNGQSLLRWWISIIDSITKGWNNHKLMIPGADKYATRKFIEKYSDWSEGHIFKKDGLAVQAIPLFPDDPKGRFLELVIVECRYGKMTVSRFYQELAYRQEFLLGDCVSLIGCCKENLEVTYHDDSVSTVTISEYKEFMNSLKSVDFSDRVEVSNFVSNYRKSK
CAL PDZ FP-2 – human CAL PDZ-peptide interaction inhibition; Q9HD26; purified CAL PDZ, TMR-peptide fluorescence polarization, 1 h; inhibition, % at 20 µM; hit rate 0.02% among 330,000; AID 504414;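 active = highest replicate inhibition of at least 40%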;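 also: plate controls were DMSO neutral control wells for no effect and unlabeled competitor peptide control wells for full effect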
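Test system: tagged CAL PDZ domain / Buffer or medium: sodium phosphate/NaCl buffer pH 7.4 with TCEP, IgG, Thesit / Reagent: TMR-labelled reporter peptide T*-PRC34 bound in PDZ groove / Compound dosing: single point, 20 µM / Schedule: 1 h incubation at room temperature before polarization reading / Technique: fluorescence polarization (mP) / Benchmarks: unlabelled peptide, DMSO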
PvdQ acylase – blocks Pseudomonas aeruginosa PvdQ acylase activity; purified PvdQ acylase, fluorescence plate reader; inhibition, % at 10 µM; hit rate 0.063% among 340,000; AID 488965; in the data active = inhibition above about 30%, passing the limit was not always enough;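 also: 0% = vehicle neutral wells and 100% = reference inhibitor wells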
PfHsp90 yeast 2 – reduces growth (ATP signal) of yeast expressing P. falciparum Hsp90. S. cerevisiae expressing PfHsp90, BacTiter-Glo ATP, 48 h; yeast lacking PDR1 and PDR3 efflux regulators. inhibition, % at 9.4 µM. hit rate 0.32% among 310,000;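 active = every replicate shows inhibition above about 80%, whatever the replicate mean, limit read from the data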;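 also: 0% = DMSO neutral controls and 100% = 20 µM radicicol positive controls; yeast relying on Plasmodium falciparum Hsp90 in place of its own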
dFosB act – enhances mouse delta FosB homodimer DNA binding. hit rate 0.99% among 340,000. purified delta FosB, TAMRA-CDK5 oligo fluorescence polarization; percent of positive-control signal above neutral wells. activation, % at 25 µM;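 active = mean activation above about 17%, with every replicate also reaching it, limit read from the data, passing the limit was not always enough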;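 also: fluorescence polarization rise as delta FosB binds a TAMRA Cdk5 AP-1 oligo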
NSD2 inh – inhibitors of human histone methyltransferase NSD2; O96028; NSD2 peptide methylation, AlphaScreen, 120 min; inhibition, % at 12.5 µM; hit rate 0.54% among 310,000; in the data active = inhibition above about 50%
MITF act – activators of MITF-driven TRPM1 promoter activity in SK-MEL-5 cells. SK-MEL-5 TRPM1-promoter luciferase, 24 h; % of positive control, neutral wells = 0. activation, % at 12.5 µM. hit rate 0.75% among 300,000. AID 588334;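 active = mean activation of at least 80% with every replicate also reaching 80%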;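 also: 0% = neutral control wells and 100% = parthenolide positive control wells; values of inactives mirror those of a sister screen read the other way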
* hit, by the source's call.

Results for COC(=O)/C=C/c1c(C)[nH]c(=O)[nH]c1=O ?
CAL PDZ FP-1: -5; Rtt109 Vps75: 3; CAL PDZ FP-2: 1.1; PvdQ acylase: -6; PfHsp90 yeast 2: 32; dFosB act: -12; NSD2 inh: 37; MITF act: -1

What do the screens show for `COC(=O)c1c(NC(=O)Cc2ccc(OC)c(S(=O)(=O)N3CCOCC3)c2)sc(C)c1C`?
SR-BI uptake up: -18; CAL PDZ FP-1: -3; SR-BI HDL uptake: 18; CAL PDZ FP-2: -0.6; PvdQ acylase: -15; PfHsp90 yeast 2: 23; dFosB act: 8; NSD2 inh: -1; MITF act: 5

Results for COc1ccccc1OCc1ccc(C(=O)Nc2ccccc2)cc1 ?
SR-BI uptake up: -39; CAL PDZ FP-1: -12; SR-BI HDL uptake: 39; Rtt109 Vps75: -1; CAL PDZ FP-2: -0.2; PvdQ acylase: -13; PfHsp90 yeast 2: 19; dFosB act: 2; NSD2 inh: -3; MITF act: 70

What do the screens show for `COc1ccc(C(C(=O)NC(C)(C)C)N(C(=O)CCC(=O)Nc2ccccn2)C2CCCCC2)cc1` (stereo unspecified)?
SR-BI uptake up: 16; CAL PDZ FP-1: -2; SR-BI HDL uptake: -16; Rtt109 Vps75: 3; CAL PDZ FP-2: -2.1; PvdQ acylase: -10; PfHsp90 yeast 2: -32; dFosB act: -9; NSD2 inh: 5; MITF act: 9

How did Cc1cnc(C(=O)N2CCN(S(=O)(=O)c3ccc4ccccc4c3)CC2)cn1 do in these assays?
SR-BI uptake up: 6; CAL PDZ FP-1: 1; SR-BI HDL uptake: -6; Rtt109 Vps75: -1; CAL PDZ FP-2: 0.3; PvdQ acylase: -2; PfHsp90 yeast 2: -22; dFosB act: -5; NSD2 inh: -1; MITF act: -3

How did O=C1c2ccccc2C(=O)N1CCc1nc2ccccc2c(=O)n1CCCn1ccnc1 do in these assays?
SR-BI uptake up: 5; CAL PDZ FP-1: -2; SR-BI HDL uptake: -5; Rtt109 Vps75: 6; CAL PDZ FP-2: -0.8; PvdQ acylase: -9; PfHsp90 yeast 2: 14; dFosB act: 0; MITF act: -11

What do the screens show for `CC(=NNC(=O)c1cc(C)nc2ccccc12)c1ccc(N2CCOCC2)cc1`?
SR-BI uptake up: -6; CAL PDZ FP-1: -1; SR-BI HDL uptake: 6; Rtt109 Vps75: -8; CAL PDZ FP-2: -0.5; PvdQ acylase: -5; PfHsp90 yeast 2: -6; dFosB act: 3; NSD2 inh: -2; MITF act: 14

How did OC1(C(F)(F)F)CC(c2ccc3ccccc3c2)=NO1 (stereo unspecified) do in these assays?
SR-BI uptake up: 9; CAL PDZ FP-1: 0; SR-BI HDL uptake: -9; Rtt109 Vps75: -3; CAL PDZ FP-2: 0.3; PvdQ acylase: -4; PfHsp90 yeast 2: -38; dFosB act: -15; NSD2 inh: 1; MITF act: 12

How did CC1CN(C(=O)CSc2nnc(-c3cccs3)n2N)CC(C)O1 (stereo unspecified) do in these assays?
SR-BI uptake up: 19; CAL PDZ FP-1: -3; SR-BI HDL uptake: -19; Rtt109 Vps75: -2; CAL PDZ FP-2: -1.1; PvdQ acylase: -11; PfHsp90 yeast 2: -9; dFosB act: -7; NSD2 inh: 4; MITF act: -1

How did O=C(CN1CCN(S(=O)(=O)c2ccc(Cl)cc2)CC1)NCc1cccs1 do in these assays?
SR-BI uptake up: 5; CAL PDZ FP-1: 0; SR-BI HDL uptake: -5; Rtt109 Vps75: -8; CAL PDZ FP-2: -2.3; PvdQ acylase: -3; PfHsp90 yeast 2: -20; dFosB act: 1; NSD2 inh: 3; MITF act: 0

How did CC1=CC2=NC(=O)/C(=C\c3ccc(OC(=O)c4ccco4)cc3)C(=N)N2O1 do in these assays?
SR-BI uptake up: -7; CAL PDZ FP-1: -2; SR-BI HDL uptake: 7; Rtt109 Vps75: 5; CAL PDZ FP-2: -2.0; PvdQ acylase: -10; PfHsp90 yeast 2: 11; dFosB act: 1; NSD2 inh: -1; MITF act: 16

How did COc1ccc(OC)c(S(=O)(=O)Nc2c(C)cccc2C)c1 do in these assays?
SR-BI uptake up: -10; CAL PDZ FP-1: -3; SR-BI HDL uptake: 10; Rtt109 Vps75: -9; CAL PDZ FP-2: 0.4; PvdQ acylase: 4; PfHsp90 yeast 2: -29; dFosB act: -2; NSD2 inh: -1; MITF act: -15

How did O=c1c2cc(NC(=S)N3CCC(N4CCCCC4)CC3)ccc2nc2n1CCCCC2 do in these assays?
SR-BI uptake up: 26; CAL PDZ FP-1: 2; SR-BI HDL uptake: -26; Rtt109 Vps75: -12; CAL PDZ FP-2: 0.0; PvdQ acylase: -9; PfHsp90 yeast 2: -13; dFosB act: -4; NSD2 inh: -2; MITF act: -14

Results for Cn1c(=O)c(=O)n(C)c2cc(S(=O)(=O)CCC(=O)Nc3c(F)c(F)c(F)c(F)c3F)ccc21 ?
SR-BI uptake up: 17; CAL PDZ FP-1: 0; SR-BI HDL uptake: -17; Rtt109 Vps75: -9; CAL PDZ FP-2: 0.1; PvdQ acylase: -5; PfHsp90 yeast 2: 1; dFosB act: -8; NSD2 inh: -2; MITF act: -6

How did COc1cccc(CN2CC(C(=O)NCCOc3ccccc3)CCC2=O)c1 (stereo unspecified) do in these assays?
SR-BI uptake up: 2; CAL PDZ FP-1: -2; SR-BI HDL uptake: -2; Rtt109 Vps75: 1; CAL PDZ FP-2: 0.5; PvdQ acylase: -5; PfHsp90 yeast 2: 7; dFosB act: -12; NSD2 inh: -2; MITF act: 4

Results for O=C1Nc2ccccc2C12OCCO2 ?
SR-BI uptake up: -44; CAL PDZ FP-1: -1; SR-BI HDL uptake: 44; Rtt109 Vps75: 13; CAL PDZ FP-2: -1.8; PvdQ acylase: -4; PfHsp90 yeast 2: 2; dFosB act: -3; NSD2 inh: -3; MITF act: 4

What do the screens show for `COc1ccc(NC(=O)C2C3C=CC4(O3)C2C(=O)N(CCCN2CCCCC2)C4C(=O)NC2CCCC(C)C2C)cc1` (stereo unspecified)?
CAL PDZ FP-1: 2; Rtt109 Vps75: 7; CAL PDZ FP-2: 0.5; PvdQ acylase: 11; PfHsp90 yeast 2: -49; dFosB act: -5; NSD2 inh: -3; MITF act: 4

How did Cc1ccc(-n2cc(-c3ccccc3)c3c(=O)[nH]cnc32)cc1 do in these assays?
SR-BI uptake up: 4; CAL PDZ FP-1: 2; SR-BI HDL uptake: -4; Rtt109 Vps75: 3; CAL PDZ FP-2: -2.4; PvdQ acylase: -2; PfHsp90 yeast 2: -49; dFosB act: -7; NSD2 inh: 0; MITF act: -3

What do the screens show for `CC1CC(C)CN(S(=O)(=O)c2ccc(C(=O)Nc3nnc(-c4cccs4)o3)cc2)C1` (stereo unspecified)?
SR-BI uptake up: -5; SR-BI HDL uptake: 5; Rtt109 Vps75: -5; CAL PDZ FP-2: -2.0; PvdQ acylase: -8; PfHsp90 yeast 2: -54; dFosB act: 6

Results for CC1=C(C(N)=O)C(c2ccco2)C(C(N)=O)=C(C)N1 ?
SR-BI uptake up: 7; CAL PDZ FP-1: 1; SR-BI HDL uptake: -7; Rtt109 Vps75: -4; CAL PDZ FP-2: -3.1; PvdQ acylase: -8; PfHsp90 yeast 2: 1; dFosB act: -3; NSD2 inh: -1; MITF act: 4

Of the compounds above, these have an NH in an aromatic ring:
Results for COC(=O)/C=C/c1c(C)[nH]c(=O)[nH]c1=O ?
CAL PDZ FP-1: -5; Rtt109 Vps75: 3; CAL PDZ FP-2: 1.1; PvdQ acylase: -6; PfHsp90 yeast 2: 32; dFosB act: -12; NSD2 inh: 37; MITF act: -1

How did Cc1ccc(-n2cc(-c3ccccc3)c3c(=O)[nH]cnc32)cc1 do in these assays?
SR-BI uptake up: 4; CAL PDZ FP-1: 2; SR-BI HDL uptake: -4; Rtt109 Vps75: 3; CAL PDZ FP-2: -2.4; PvdQ acylase: -2; PfHsp90 yeast 2: -49; dFosB act: -7; NSD2 inh: 0; MITF act: -3

Remaining list, next part
How did Cc1ccc(Cn2c(=N)c(S(=O)(=O)c3ccc(C)cc3)cc3c(=O)n4ccccc4nc32)cc1 do in these assays?
SR-BI uptake up: 13; CAL PDZ FP-1: -2; SR-BI HDL uptake: -13; Rtt109 Vps75: 5; CAL PDZ FP-2: -1.4; PvdQ acylase: 12; PfHsp90 yeast 2: 4; dFosB act: 4; NSD2 inh: 1; MITF act: -10

What do the screens show for `OCCC1CN(Cc2cn[nH]c2C2CCCCC2)CCN1Cc1ccccc1` (stereo unspecified)?
SR-BI uptake up: 27; CAL PDZ FP-1: -1; SR-BI HDL uptake: -27; Rtt109 Vps75: -9; CAL PDZ FP-2: -3.2; PvdQ acylase: -7; dFosB act: -9; NSD2 inh: -1; MITF act: -2

How did c1ccc(-n2cnnc2SCc2nc3ccccc3s2)cc1 do in these assays?
SR-BI uptake up: -7; CAL PDZ FP-1: 2; SR-BI HDL uptake: 7; Rtt109 Vps75: 2; PvdQ acylase: -11; dFosB act: -13; NSD2 inh: 0

Results for CC(C)(C)C1=C[C@@H](CO)C[C@@H](CO)C1 ?
SR-BI uptake up: -12; CAL PDZ FP-1: -2; SR-BI HDL uptake: 12; Rtt109 Vps75: -6; CAL PDZ FP-2: -0.3; PvdQ acylase: 0; PfHsp90 yeast 2: -8; dFosB act: 0; NSD2 inh: -1; MITF act: 1

Results for Cc1cc(S(=O)(=O)NC2CCCC2)ccc1F ?
SR-BI uptake up: 8; CAL PDZ FP-1: -1; SR-BI HDL uptake: -8; Rtt109 Vps75: -1; CAL PDZ FP-2: 0.7; PvdQ acylase: -2; PfHsp90 yeast 2: 1; dFosB act: 3; MITF act: 0

What do the screens show for `COC(=O)c1[nH]c(C)c(/C(O)=C2\C(=O)C(=O)N(CCN(C)C)C2c2ccco2)c1C` (stereo unspecified)?
SR-BI uptake up: 11; CAL PDZ FP-1: 5; SR-BI HDL uptake: -11; Rtt109 Vps75: -1; PvdQ acylase: -4; PfHsp90 yeast 2: -1; dFosB act: -6; NSD2 inh: 1; MITF act: 4

What do the screens show for `O=C(C(Cc1ccccc1)n1cccc1)N1CCCCC1` (stereo unspecified)?
SR-BI uptake up: 12; SR-BI HDL uptake: -12; Rtt109 Vps75: 7; CAL PDZ FP-2: -0.4; PvdQ acylase: 16; PfHsp90 yeast 2: 3; dFosB act: 0

How did O=C(Nc1ccccc1)N1CCn2c1nc1ccccc12 do in these assays?
SR-BI uptake up: -10; CAL PDZ FP-1: -2; SR-BI HDL uptake: 10; Rtt109 Vps75: -2; PvdQ acylase: -10; PfHsp90 yeast 2: 3; dFosB act: -8; NSD2 inh: -1; MITF act: -25

How did Cc1cc2cc(CNC(=O)Nc3ccccc3)ccc2[nH]1 do in these assays?
SR-BI uptake up: -6; CAL PDZ FP-1: -3; SR-BI HDL uptake: 6; CAL PDZ FP-2: 0.7; PvdQ acylase: -3; PfHsp90 yeast 2: 9; dFosB act: -4; NSD2 inh: -5; MITF act: 28
